proKLK7 act: activates the human kallikrein-7 zymogen; P49862; purified proKLK7, EDANS-DABCYL substrate fluorescence; 100% is mature enzyme control, 0% vehicle; activation, % at 7 µM; actives 0.9% (n = 370,000); AID 652039;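 active = activation above the mean of all tested compounds plus 3 SD, computed per campaign excluding outliers beyond control limits, cut at about 13% in these data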
Target sequence (P49862 whole entry, looked up): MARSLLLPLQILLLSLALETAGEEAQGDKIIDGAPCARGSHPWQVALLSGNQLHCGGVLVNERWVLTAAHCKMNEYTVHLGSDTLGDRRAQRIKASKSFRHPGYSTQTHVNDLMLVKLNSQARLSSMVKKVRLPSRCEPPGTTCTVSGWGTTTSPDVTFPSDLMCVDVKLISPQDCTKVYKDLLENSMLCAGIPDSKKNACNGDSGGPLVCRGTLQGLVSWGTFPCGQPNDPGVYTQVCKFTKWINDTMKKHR
MBD2 DNA inh: inhibitors of human MBD2 binding to methylated oligonucleotide; actives 0.31% (n = 370,000); inhibition, % at 4.4 µM; TR-FRET; Q9UBB5; in the data active = inhibition above about 13%
TDP2 absorb: blocks human TDP2 phosphodiesterase activity. O95551. recombinant TDP2, T5PNP hydrolysis, p-nitrophenol absorbance 415 nm. inhibition, % at 12.8 µM. actives 0.34% (n = 370,000);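 active = inhibition above the mean of all tested compounds plus 3 SD, set per campaign, cut at about 25% in these data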;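 note: 0% = DMSO with enzyme and 100% = buffer with substrate but no TDP2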
Target sequence (O95551 whole entry, looked up): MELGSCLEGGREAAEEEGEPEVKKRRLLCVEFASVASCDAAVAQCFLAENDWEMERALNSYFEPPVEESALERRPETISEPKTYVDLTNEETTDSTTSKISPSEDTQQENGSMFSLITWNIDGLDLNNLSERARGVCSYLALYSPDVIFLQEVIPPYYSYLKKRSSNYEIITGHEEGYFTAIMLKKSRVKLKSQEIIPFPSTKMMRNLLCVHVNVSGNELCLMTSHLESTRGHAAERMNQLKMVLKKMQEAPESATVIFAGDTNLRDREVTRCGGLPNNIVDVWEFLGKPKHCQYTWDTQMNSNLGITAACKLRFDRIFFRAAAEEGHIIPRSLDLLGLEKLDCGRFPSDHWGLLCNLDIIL
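System: recombinant human TDP2 / Amount: 120 nM TDP2 per well / Also added: 5 mM T5PNP chromogenic substrate / Doses: 12.8 µM single point, 1% DMSO / Incubation: 2 h at 37 °C / Detection: p-Nitrophenol epi absorbance / Evaluation: % inhibition relative to enzyme-containing and enzyme-free wells / Repeats: singlicate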
LEDGF integ inh: blocks HIV-1 LEDGF/p75-dependent DNA integration; TR-FRET IN-LEDGF/p75 DNA integration, Eu/Cy5; inhibition, % at 3.7 µM; actives 0.64% (n = 370,000); AID 743269;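 active = inhibition above the screen-wide mean plus 3 SD, cut at about 13% in these data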;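 note: signal is the Cy5 over europium emission ratio at 671 and 618 nm; 0% = plate median of compound wells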
DDE Tn6 FP inh: inhibitors of Tn6 peptide binding to human fibrin DD(E); P02675; Fibrin DD(E) TRITC-Tn6 fluorescence polarization displacement; inhibition, % at 8.3 µM; actives 0.21% (n = 370,000); AID 720509;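 active = inhibition above a per-campaign cutoff: mean of compounds within control limits plus 3 SD, cut at about 15% in these data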;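 note: 0% = median of all compound wells on the plate and 100% = blocking peptide control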
Tn7 DDE FP: disrupts Tn7 cyclic peptide binding to fibrin D-Dimer-E complex; inhibition, % at 8.3 µM; actives 0.13% (n = 370,000); FP displacement of FITC-Tn7 peptide from fibrin DD(E); 0% = median of compound wells per plate; AID 720508; P02675;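 active = inhibition above the mean of compounds falling within the control limits plus 3 SD of them, cut at about 14% in these data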;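 note: 0% = plate median of compound wells and 100% = 10 µM Aha-Tn7 peptide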
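Test system – human fibrin DD(E) · Times – 10 min preincubation, 3 h with tracer, room temperature · Detection – fluorescence polarization of the labelled Tn7 tracer · Measure – percent inhibition normalized to high-control wells · Benchmarks – high control wells with 10 µM unlabelled Aha-Tn7 peptide (full inhibition) · Repeats – singlicate testing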
UHRF1 binding: human UHRF1 methylated DNA binding inhibitors; inhibition, % at 4.4 µM; UHRF1 binding to methylated oligo, TR-FRET; Q96T88; actives 0.75% (n = 370,000); in the data active = inhibition above about 21%;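 note: UHRF1 SRA domain binding a hemimethylated CpG hairpin DNA probe; 0% = median of test compound wells and 100% = reference inhibitor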
PRMT1 FP inh: inhibitors of human PRMT1 | recombinant PRMT1, activity-based probe fluorescence polarization | Q99873 | inhibition, % at 2.79 µM | actives 1.3% (n = 370,000);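 active = inhibition above about 21% made by adding two undisclosed values, limit read from the data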
Target sequence (Q99873 whole entry, looked up): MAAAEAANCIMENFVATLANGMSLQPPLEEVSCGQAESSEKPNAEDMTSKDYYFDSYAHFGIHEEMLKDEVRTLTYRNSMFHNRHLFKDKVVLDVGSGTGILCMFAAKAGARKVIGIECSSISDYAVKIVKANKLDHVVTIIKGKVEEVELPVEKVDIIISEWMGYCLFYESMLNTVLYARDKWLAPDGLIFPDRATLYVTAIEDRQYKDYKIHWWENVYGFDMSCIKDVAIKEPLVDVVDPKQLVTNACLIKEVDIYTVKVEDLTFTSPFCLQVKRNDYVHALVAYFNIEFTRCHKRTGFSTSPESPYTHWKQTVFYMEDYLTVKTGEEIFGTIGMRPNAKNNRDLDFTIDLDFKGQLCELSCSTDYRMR
TCR-CD3 inh: inhibitors of human TCR-CD3 interaction; actives 0.37% (n = 360,000); AID 651800; inhibition, % at 9.4 µM; TAMRA-labeled TCR probe fluorescence, biochemical; in the data active = inhibition above about 19%;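 note: recombinant mutant TCR 2C K166C tagged with TAMRA read by polarization; 0% = receptor in buffer alone and 100% = receptor with positive control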
SIAE primary: inhibitors of human sialic acid acetylesterase SIAE | Q9HAT2 | SIAE FP-Rh probe binding, fluorescence polarization | inhibition, % at 9.66 µM | actives 0.69% (n = 370,000);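 active = inhibition above a cutoff: mean of compounds within the control limits plus 3 SD of those, cut at about 17% in these data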;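 note: 0% = plate median of compound wells and 100% = probe without SIAE protein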
An asterisk follows results filed as active; x = no result given.

SMILES	proKLK7 act	MBD2 DNA inh	TDP2 absorb	LEDGF integ inh	DDE Tn6 FP inh	Tn7 DDE FP	UHRF1 binding	PRMT1 FP inh	TCR-CD3 inh	SIAE primary
Cc1cc(C(F)(F)F)c(C#N)c(SCC(=O)Nc2nc3ccccc3s2)n1	-21	-3	8	0	-5	-1	-1	2	-3	-12
Cc1csc(SCC(=O)Nc2ccc(C)c(S(=O)(=O)N(C)C)c2)n1	-0.5	4	7	-3	1	-1	1	1	-6	-2
COC(C[C@H](O)CC(=O)[C@@H](C)OCc1ccccc1)OC	-0.5	4	8	-1	2	-5	0	-3	-1	2
CCOc1ccccc1OCCCC(=O)Nc1ccc(S(=O)(=O)Nc2cc(C)nc(C)n2)cc1	0.0	-7	3	-1	1	7	-1	2	-2	10
C[C@@H]1CCN(C2CC2)S(=O)(=O)c2ccc(N3CCC[C@H]3C)cc2O1	-0.4	2	1	-4	0	1	0	3	x	5
Cc1cccc(NC(=O)[C@H](NC(=O)[C@@H]2Cc3ccccc3CN2)c2ccccc2)c1	-0.8	5	-1	-4	-3	-2	3	2	-6	0
CCCCNC(=O)C[C@H]1C[C@@]2(C(=O)OC)C(=C[C@H](C(C)C)O[C@@H]2C2CC2)N(Cc2ccccc2)C1=O	-0.4	4	4	-2	-5	7	24*	-1	0	1
O=C(CN1CCN(c2ncccn2)CC1)Nc1ccccc1C(F)(F)F	-0.1	0	-18	6	2	-6	3	-6	2	-2
COc1ccc(-c2noc(C3CCCN(C(=O)c4cccc(F)c4)C3)n2)cc1 (stereo not given)	0.4	3	-10	-3	13	1	1	2	-3	-8
Cc1ccc(-n2c(C)nnc2SCC(=O)Nc2ccccc2)cc1	-0.2	4	1	-1	-1	-3	1	-3	9	3
Cc1cccc(NC(=S)Nc2ccccn2)c1C	-0.4	1	2	-1	7	-5	-3	1	3	1
O=C(COc1ccccc1)NCC(=O)N1CCCC(C(F)(F)F)C1 (stereo not given)	-0.4	-3	7	-6	-1	4	-2	-3	13	-2
O=S1(=O)N=C2CCCCCN2C(c2ccncc2)N1 (stereo not given)	0.1	-1	-6	-1	-1	2	13	-3	6	3
O=c1[nH]ccc2c([N+](=O)[O-])cccc12	0.6	-1	2	3	-1	5	-5	0	4	2
O=C(OCc1ccccc1)N1C=CCC[C@@H]1c1c(Cl)cccc1Br	0.9	-3	4	3	-3	1	-3	-3	-2	0
O=C1CCN(Cl)C(=O)N1Cl	-0.2	3	-7	1	-7	1	4	7	-6	3
CCOCCCN1CN(S(=O)(=O)c2ccc(Cl)cc2)c2nc3ccccc3nc21	0.5	-7	-1	1	3	-8	-1	0	10	-8
Cc1ccc(N(C(=O)c2ccc3c(c2)OCO3)C2C=CS(=O)(=O)C2)cc1C (stereo not given)	-0.3	3	-1	-2	-1	4	1	-2	3	2
COc1ccc(CCNCc2ccc(OCc3ccc(Cl)nc3)c(OC)c2)cc1OC	0.1	0	7	-1	11	10	0	1	3	-3
COCCN1C(=O)c2oc3ccccc3c(=O)c2C1c1ccc(O)c(OC)c1 (stereo not given)	-0.5	-4	3	-1	-1	-9	-1	4	3	9
c1ccc(Cc2ccc(OCCN3CCOCC3)cc2)cc1	0.3	3	0	-3	0	6	2	1	-9	-9
COc1ccc(OC)c(CN2C(=O)CSCC2(C)C(=O)NCc2ccccc2)c1 (stereo not given)	-1.1	-3	-9	4	-1	-2	4	-5	-9	-4
CCNc1nc(NCC)n2c(SC(C(=O)Nc3cc(C)ccc3C)c3ccccc3)nnc2n1 (stereo not given)	-0.1	-7	0	0	2	4	-7	-5	8	-6
COc1ccc(S(=O)(=O)N2CCN(c3ccccn3)CC2)cc1OC	0.4	1	11	-2	-1	1	2	-1	2	-2
C=CCC1(C#N)C(=S)NC2=C(C(=O)CC(C)(C)C2)C1c1ccc(Br)cc1 (stereo not given)	-0.5	3	13	0	-1	2	-5	-1	2	-3
O=[N+]([O-])c1cccc(Cl)c1NCCNc1ncc(C(F)(F)F)cc1Cl	-0.3	-8	0	6	8	-1	-3	-1	2	6
O=C(O)C[C@H]1c2cc(F)ccc2S(=O)(=O)N1C1CCCCC1	-0.1	0	0	0	4	3	3	3	-6	4
O=C(CSc1nc2ccccc2c(=O)n1-c1ccccc1)c1cccc([N+](=O)[O-])c1	0.2	2	7	1	-4	1	1	2	0	13
COc1ccc(S(=O)(=O)N2CCSCC2)cc1C(N)=O	0.5	0	15	-2	-6	8	-1	-1	-4	-1
O=S1(=O)CC(O)C(N2CCCCC2)C1 (stereo not given)	0.1	6	14	2	-2	5	10	0	-7	0
CCC(Sc1nc2ccccc2[nH]1)C(=O)Nc1ccc(NC(C)=O)cc1 (stereo not given)	0.1	2	9	-1	4	4	-1	-2	4	1
CC1CCN(c2ccc(C(F)(F)F)cc2N)CC1	0.5	0	4	4	1	-6	2	0	2	-3
Cc1cccnc1NC(=O)Nc1cccs1	0.2	-4	-6	-3	8	2	-3	1	7	-2
CCOC(=O)CC(NC(=O)c1ccccc1)c1ccc(OC)cc1 (stereo not given)	-1.1	-3	1	1	1	-4	0	3	-1	-5
COC(=O)c1ccc(C)c(NC(=O)COC(=O)C2CC3CCCC(C2)C3=O)c1 (stereo not given)	0.2	3	0	1	-2	-1	-2	2	-6	1
Cc1ccc(C)n1CCN1CCN(C(=O)CC#N)CC1	-1.1	-6	-14	5	-1	1	2	-1	-11	0
CCOc1cc2[nH]c(=O)n(CCCN3CCCC3=O)c(=O)c2cc1OCC	-0.7	0	-2	-2	0	3	1	-2	-1	-6
Cc1[nH]c2ccccc2c1C(=O)C(=O)Nc1ccc2c(c1)OCO2	0.1	0	-6	1	-3	-3	0	-1	4	-5
COC(=O)c1ccccc1S(=O)(=O)N1CCCC(c2nc3c(nnn3Cc3ccc(C)cc3)c(=O)[nH]2)C1 (stereo not given)	0.4	-4	-10	-7	3	1	1	5	-5	-5
O=C(CCNS(=O)(=O)c1cccc2nsnc12)NCc1ccccc1Cl	-0.3	-2	1	1	-3	-4	-2	-5	-1	0
CC(C)CNC(=O)C1C2C=CC(C2)C1C(=O)O (stereo not given)	0.1	1	5	-3	3	2	0	-4	-4	-3
O=C(O)/C(=C/c1cccnc1)NC(=O)c1ccccc1	-0.4	-3	10	-1	-5	0	-1	0	10	5
COc1cccc(-c2nn(-c3ccc(F)cc3)cc2C(=O)NCC2CCCO2)c1 (stereo not given)	0.0	3	4	-1	-8	-8	2	3	-3	0
C=CCOC(=O)CCC(=O)Nc1cccc2ccccc12	-0.4	0	-8	-1	5	-2	0	0	-2	-2
Cc1cccc(NC(=O)CN2C(=O)NC3(CCCCCCC3)C2=O)c1C	0.0	-4	2	1	0	-2	-1	-1	-2	-1

By substructure, those above with an NH in an aromatic ring (5)
SMILES	proKLK7 act	MBD2 DNA inh	TDP2 absorb	LEDGF integ inh	DDE Tn6 FP inh	Tn7 DDE FP	UHRF1 binding	PRMT1 FP inh	TCR-CD3 inh	SIAE primary
O=c1[nH]ccc2c([N+](=O)[O-])cccc12	0.6	-1	2	3	-1	5	-5	0	4	2
CCC(Sc1nc2ccccc2[nH]1)C(=O)Nc1ccc(NC(C)=O)cc1 (stereo not given)	0.1	2	9	-1	4	4	-1	-2	4	1
CCOc1cc2[nH]c(=O)n(CCCN3CCCC3=O)c(=O)c2cc1OCC	-0.7	0	-2	-2	0	3	1	-2	-1	-6
Cc1[nH]c2ccccc2c1C(=O)C(=O)Nc1ccc2c(c1)OCO2	0.1	0	-6	1	-3	-3	0	-1	4	-5
COC(=O)c1ccccc1S(=O)(=O)N1CCCC(c2nc3c(nnn3Cc3ccc(C)cc3)c(=O)[nH]2)C1 (stereo not given)	0.4	-4	-10	-7	3	1	1	5	-5	-5

(next part)
SMILES	proKLK7 act	MBD2 DNA inh	TDP2 absorb	LEDGF integ inh	DDE Tn6 FP inh	Tn7 DDE FP	UHRF1 binding	PRMT1 FP inh	TCR-CD3 inh	SIAE primary
C=CC(=O)Nc1cccc(Oc2ccnc(Nc3ccc(N4CCN(C)CC4)cc3)n2)c1	1.2	1	-5	-2	-5	5	7	2	-7	4
COc1cc(S(=O)(=O)NCc2ccc3c(c2)OCO3)ccc1F	0.1	1	10	1	5	-4	0	-5	0	14
COc1ccc(OCC(O)CNCCOc2ccccc2OC)c(C(C)(C)C)c1 (stereo not given)	-0.1	-1	10	-5	-4	3	1	-2	-7	7
COc1cc(NC(=O)Cc2ccccc2OC)cc(OC)c1	0.5	-1	1	1	1	-3	2	2	-5	0
CC(=O)Nc1sc(C)c(C)c1C(=O)OCC(=O)Nc1ccccc1	0.0	1	2	2	3	-8	1	-11	5	-7
COC(=O)c1ccccc1Oc1cnc2ccccc2n1	-0.1	1	-3	-6	0	1	3	1	-6	-5
CC(=O)c1cccc(N(C(=O)CNC(=O)c2ccco2)C(C(=O)NCc2ccco2)c2ccccc2)c1 (stereo not given)	0.6	-4	3	4	-1	6	1	-2	3	8
O=C(CCCOc1ccccc1)NN1C(=O)NC2(CCCCC2)C1=O	0.2	-2	3	-1	-11	-1	-1	-3	1	2
Cc1ccccc1C(=O)N1CCN(c2ccc(NC(=O)c3cccc(OC(C)C)c3)cc2)CC1	0.0	-2	-15	-3	-10	2	5	-1	-9	6
CN1CCCC(C(=O)Nc2cccc(Cl)c2)CC1 (stereo not given)	-0.1	2	-1	-2	2	-7	0	-2	0	3
O=C1CCCN1c1ccc(S(=O)(=O)N2CCC(c3ccccc3)CC2)cc1	0.2	4	-5	5	-2	6	-2	4	-4	22*
COc1ccc(C2CC(=O)CC(=O)C2n2cncn2)cc1 (stereo not given)	0.3	-2	-6	-4	3	3	1	4	-2	1
O=C(NNC(=O)C12CC3CC(CC(O)(C3)C1)C2)c1ccccc1O	-1.1	0	-13	-7	4	5	1	4	-3	4
CCCc1cc(Nc2ccccc2C)n2ncnc2n1	-0.1	3	10	-1	5	1	0	-3	3	-10
O=C(COc1cccc2ccccc12)N/N=C/c1ccncc1	0.0	1	-8	5	0	-3	-3	1	-7	-6
Cc1ccc(CNC(=O)c2ccc(S(=O)(=O)N(C)C)cc2)n1C	-0.3	-3	12	3	0	3	-6	5	2	0
Cc1cccc(C)c1NC(=O)C1CCN(c2ncccn2)CC1	1.3	4	-1	-3	1	-2	4	3	x	3
O=C(Nc1nc(-c2cccs2)cs1)c1ccc(S(=O)(=O)N2CCCC2)cc1	1.6	-7	0	0	-9	9	-2	-1	1	-28
COc1ccc(-c2c(C)nc(N)nc2-c2ccc(OCc3ccc(C)cc3)cc2O)cc1OC	-0.4	-3	4	-4	2	8	-1	1	6	3
CC(C)(C)OC(=O)N1CCC(CC2CC(c3ccccc3)=NO2)(C(=O)NCc2ccccc2)CC1 (stereo not given)	0.1	3	-2	-1	-3	7	1	0	3	-4
COC(=O)C1(C(F)(F)F)N=C(C(F)(F)F)Nc2ccc(Cl)cc21 (stereo not given)	0.6	-1	-23	-1	-12	-2	2	-4	-1	-3
C=CCOC(=O)C(CO)NC(=O)CCCC(=O)O (stereo not given)	0.1	-2	0	1	4	-7	0	-4	x	0

Screening results (PubChem BioAssay)
